# ERG-DNA inh = ERG Ets/DNA interaction inhibition; P11308; fluorescence polarization, His-ERG Ets domain / labelled DNA; Potency, µM (titrated, usually from 76.9 µM), inactives show at the top dose FP activity, negative = inhibition, most hits filed as inhibitors; 0.028% of 370,000 active; active = well fitted inhibition curve with a large enough effect in the polarisation, with a control signal flat; inconclusive = small, poorly fitted or top-dose-only effect, or effect the other way, or a change in a side signal; inactive = no such curve, though single readings can be large or run the other way; the % refers to the polarisation;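 note: polarization taken with two DNA probes labelled with fluorescein and Texas red; potency is the fitted concentration of half-maximal effect; % of control where 0% means no effect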
#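 His-tagged ERG Ets domain (1 uM in the protein solution; 300mM KCl, 50mM Tris-HCl, 1mM EDTA, 1mM DTT, pH 7.5) received compound, then a probe mix of 5 nM fluorescein-DNA and 100nM Texas-615-DNA. Fluorescence polarization was read for both dyes.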
# GLS inh = blocks human kidney-isoform glutaminase activity; Potency, µM (top dose mostly 45.5 µM), inactives show at the top dose activity change, negative = inhibition, hits mostly inhibitors; GLS enzymatic activity, qHTS titration; O94925; 0.21% of 410,000 active; note: potency is the fitted concentration of half-maximal effect; % is set by controls: 0 for no effect and ±100 for the full control effect
# Target sequence (O94925 whole entry, looked up, canonical isoform): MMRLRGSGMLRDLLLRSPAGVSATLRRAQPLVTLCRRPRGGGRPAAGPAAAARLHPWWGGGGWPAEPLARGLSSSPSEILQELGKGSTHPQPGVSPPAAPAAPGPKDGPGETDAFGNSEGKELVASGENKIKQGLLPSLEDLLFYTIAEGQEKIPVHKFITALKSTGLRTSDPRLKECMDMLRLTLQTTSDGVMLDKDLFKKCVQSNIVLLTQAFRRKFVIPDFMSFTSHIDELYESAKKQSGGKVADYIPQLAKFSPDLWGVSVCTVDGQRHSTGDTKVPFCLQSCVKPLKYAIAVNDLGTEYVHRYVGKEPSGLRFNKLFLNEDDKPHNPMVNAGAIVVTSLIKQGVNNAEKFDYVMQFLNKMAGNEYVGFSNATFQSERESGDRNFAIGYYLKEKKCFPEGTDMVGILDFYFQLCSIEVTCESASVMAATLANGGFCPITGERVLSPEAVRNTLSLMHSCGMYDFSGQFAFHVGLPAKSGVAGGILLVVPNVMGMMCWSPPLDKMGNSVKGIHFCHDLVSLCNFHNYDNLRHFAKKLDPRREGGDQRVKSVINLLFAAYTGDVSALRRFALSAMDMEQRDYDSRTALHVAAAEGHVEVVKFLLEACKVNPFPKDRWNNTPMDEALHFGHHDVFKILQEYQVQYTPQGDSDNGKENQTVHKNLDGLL
#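 hKGA in 45 mM KH2PO4 pH 8.2, 0.02% Tween-20 with pin-transferred compounds; 1 mM L-glutamine (stock) plus glutamate oxidase/HRP/Amplex Red coupling added. Fluorescence read initially and after 30 min at RT.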
# PI4K2A inh = inhibitors of human PI4K2A. Q9BTU6. purified PI4K2A, ADP-Glo luminescence, 1 h; hits give low values. activity change, negative = inhibition, % at 76.9 µM. 0.13% of 420,000 active. AID 1346378; in the data active = activity change below about -50%; inconclusive = mostly about -30% to -49%;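 note: -100% = wells without enzyme as full effect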
#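 Compounds are screened against recombinant PI4K2A using PI as substrate and ATP, the latter dispensed at 300 microM. Reactions run one hour at ambient temperature before ADP-Glo detection; full inhibition defined by wells lacking enzyme.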
# G9a block = G9a (human) methyltransferase inhibition | Q96KQ7 | G9a H3K9 monomethylation, AlphaScreen, 2 h | Potency, µM (top dose mostly 102 µM), for inactives: at the top dose activity, negative = inhibition, most hits filed as inhibitors | 8.8% of 350,000 active; note: potency is the fitted concentration of half-maximal effect; % is set by controls: 0 for no effect and ±100 for the full control effect; nearly all actives have a fitted effect of over 75% in size
# Target sequence (Q96KQ7 913-1193 limits assumed): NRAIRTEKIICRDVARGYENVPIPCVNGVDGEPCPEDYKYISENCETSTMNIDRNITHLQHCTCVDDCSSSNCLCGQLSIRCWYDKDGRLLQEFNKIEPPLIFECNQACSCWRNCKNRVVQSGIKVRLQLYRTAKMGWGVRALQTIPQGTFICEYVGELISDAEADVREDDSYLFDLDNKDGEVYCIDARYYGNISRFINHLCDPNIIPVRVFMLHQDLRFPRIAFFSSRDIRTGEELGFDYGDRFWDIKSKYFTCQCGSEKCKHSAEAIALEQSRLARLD
#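 Using a bead-based AlphaScreen, monomethylated H3K9 product from 2 h room-temperature reactions (G9a 20 nM, peptide 500 nM, SAM 20 uM) was detected with 0.5 ug/mL rabbit anti-H3K9me1 antibody.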
# JMJD2A Tudor inh = inhibitors of human JMJD2A Tudor domain; 4.4% of 390,000 active; AID 504339; Potency, µM (highest dose often 114 µM), for inactives: top-dose activity change, negative = inhibition, most hits filed as inhibitors; AlphaScreen JMJD2A-Tudor / H3K4me3 peptide binding; note: potency is the fitted concentration of half-maximal effect; % is set by controls: 0 for no effect and ±100 for the full control effect; nearly all actives have a fitted effect of over 50% in size
# HP1b binding inh = blocks HP1-beta chromodomain binding to methylated histone tails | Potency, µM (titrated, usually from 114 µM), without a hit: top-dose activity change, negative = inhibition, most hits filed as inhibitors | 0.56% of 390,000 active | AID 540317 | AlphaScreen HP1-beta / biotin-H3K9me3 peptide binding; note: potency is the fitted concentration of half-maximal effect; nearly all actives have a fitted effect of over 70% in size; inactives centre near 23
#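 Compound inhibition of the preformed complex between 50 nM HP1-beta and 50 nM biotinylated H3K9me3 peptide was read by AlphaScreen. Buffer was PBS pH 7.4 with 0.01% Tween-20. Incubations ran 30 min at room temperature, with 10 ug/mL donor/acceptor beads.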
# Tb PGK inh = inhibitors of T. brucei phosphoglycerate kinase; P07378; PGK/GAPDH coupled, Kinase-Glo luminescence, 60 min; Potency, µM (top dose mostly 57.5 µM), for inactives: at the highest dose activity change, negative = inhibition, most hits filed as inhibitors; 0.043% of 380,000 active; AID 602233; note: potency is the fitted concentration of half-maximal effect; % is set by controls: 0 for no effect and ±100 for the full control effect; nearly all actives have a fitted effect of over 60% in size
#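 Luminescent ATP detection (Kinase-Glo Plus) follows a 60-minute room-temperature incubation, with wells lacking PGK as controls. Buffer: 100 mM TEA (pH 7.6), 5 mM MgCl2, 0.01% Tween-20. Coupling enzyme GAPDH (100 nM final) supplies unstable 1,3-BPG in-well.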
# BAZ2B inh = inhibitors of human BAZ2B bromodomain; Q9UIF8; AlphaScreen BAZ2B-H3K14Ac peptide displacement; Potency, µM (series often up to 114 µM), for inactives: at the highest dose activity change, negative = inhibition, most hits filed as inhibitors; 4.4% of 360,000 active; AID 504333; note: potency is the fitted concentration of half-maximal effect; % is set by controls: 0 for no effect and ±100 for the full control effect; nearly all actives have a fitted effect of over 60% in size
#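 Complex of BAZ2B and biotin-H3K14Ac (50 nM apiece) forms over 30 min at RT, then faces library compounds up to 110 uM for another 30 min; AlphaScreen beads added, 20 min dark incubation, luminescence read.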
# Pin1 inh = blocks the human prolyl isomerase Pin1; Pin1 FP peptide displacement, HiFluor488, 10 min; Potency, µM (top dose mostly 115 µM), for inactives: top-dose activity, negative = inhibition, usual class: inhibitors; 0.009% of 390,000 active; active = well fitted inhibition curve with a large enough effect in the polarisation, with a control signal flat, not every such curve was filed as active; inconclusive = small, poorly fitted or top-dose-only effect, or effect the other way, or a change in a side signal; inactive = no such curve, though single readings can be large or run the other way; the % refers to the polarisation; note: potency is the fitted concentration of half-maximal effect; % is set by controls: 0 for no effect and ±100 for the full control effect
# Active calls of the source: *; i = inactive; ? = inconclusive; . = not tested or not shown; [ ] = dose if it differs, or a comment. Unless noted, calls come from the whole dose curve; as a rule, active = well fitted curve in the direction sought with a large enough effect; inconclusive = small, poorly fitted or top-dose-only effect, or another doubt; inactive = no such curve, though single readings can be large; an effect the other way counts as inactive or inconclusive.
SMILES,ERG-DNA inh,GLS inh,PI4K2A inh,G9a block,JMJD2A Tudor inh,HP1b binding inh,Tb PGK inh,BAZ2B inh,Pin1 inh
Cc1c(Cl)cccc1NS(=O)(=O)c1ccc(-c2cnc(C3CC3)o2)cc1,3%,-6%,8,-2%[59 µM],-18%,25%,i,-27%,2%
CCC(C)Sc1ccc([C@@H]2[C@H]3C(=O)N(C)C(=O)[C@H]3[C@]3(C(=O)OC)CCCN23)cc1 (some centres undefined),2%,3%,5,.,-21%,35%,11%,.,8%
CCOC(=O)C(C(=O)OCC)C1CCS(=O)(=O)C1 (centres undefined),3%,12%,4,-11%[59 µM],-3%,21%,-1%,?,-2%
O=C(CC12CC3CC(CC(C3)C1)C2)NCC(=O)OCc1cc(=O)oc2ccc3ccccc3c12,0%,?,-3,-12%[59 µM],-1%,44%[activator],4%,11%,?
CS(=O)(=O)N(CC(=O)NCC1CCCO1)c1cccc(Cl)c1 (centres undefined),-5%,0%,3,3%,-1%,38%[activator],3%,-14%,2%
COc1cc(NC(=O)c2cc(C(C)C)on2)cc(OC)c1OC,12%,-7%,1,10%,-4%,37%,-8%,-3%,1%
Nc1c(C(=O)Nc2ccccc2Cl)c2ccccn2c1C(=O)c1ccccc1,2%,-1%,-1,-6%[59 µM],-10%,27%,.,0%,-4%
COc1ccc(CNC(=O)/C=C/c2ccc(S(=O)(=O)NCc3ccco3)cc2)cc1OC,14%,-6%,-1,1%[59 µM],-20%,10%,1%,?,3%
COc1ccc(S(=O)(=O)N2CCCC(C(=O)NCc3ccncc3)C2)cc1Cl (centres undefined),.,12%,-4,?,-23%,21%,.,12%,0%
Cn1ncc(Oc2ccc([N+](=O)[O-])cc2)c(Cl)c1=O,3%,11%,3,3%,-5%,19%,3%,-13%,-2%
COc1ccc(S(=O)(=O)N2CCOCC2)cc1NC(=O)c1cccs1,14%,-1%,4,14%[12.7 µM],5%,35%,-2%,3%,-1%
O=C1c2ccccc2C(=O)N1c1ccc(S(=O)(=O)N2CCCCC2)cc1,2%,6%,-2,19%[59 µM],-22%,30%,-1%,-28%,1%
O=c1c2c(-c3ccc(Cl)cc3)csc2nc2n1CCC2,4%,-26%,-1,8%,-7%,22%,2%,-1%,-21%
Cc1[nH]c(C(=O)N/N=C/c2ccc(C(=O)O)cc2)c(C)c1C(=O)N/N=C/c1ccc(C(=O)O)cc1,-7%,10%,-5,7%,?,1%,-9%,?,?
CCOC(=O)C1(Cc2ccccc2)CCCN(S(=O)(=O)N(C)C)C1 (centres undefined),11%,-4%,-7,29%,4%,30%,-2%,-4%,5%
Nc1ccc(-c2nc3ccccc3[nH]2)cc1,8%,10%,-8,-11%,-14%,6%,-2%,7%,2%
CCOC(=O)CN1C(=N)N(c2nc(NC(C)C)nc(OC)n2)CC1=O,-1%,3%,2,.,-3%,39%[activator],-2%,-1%,-1%
O=C1CC(c2cccc(O)c2)Oc2ccccc21 (centres undefined),15%,25%,-1,-51%[12.7 µM],-4%,17%,-2%,-2%,1%
Cc1nn(-c2cc(C)c3ccccc3n2)c2c1C1C(C2)C1(C)C (centres undefined),-8%,-8%,4,23%[59 µM],20%,79%[activator],.,4%,-1%
CC(C)c1ccc(S(=O)(=O)N2CCN(C(=S)NCc3ccco3)CC2)cc1,-3%,-5%,-3,?,-26%,?,i,-25%,31%[activator]
CC(C(=O)NC1CCCCCC1)c1ccc([N+](=O)[O-])cc1 (centres undefined),-1%,-2%,1,20%[0.501 µM],-9%,17%,9%,9%,2%
CN1CCN(C(=O)CCN2C(=O)/C(=C\c3ccccc3F)SC2=S)CC1,76%[activator],2%,4,-13%,-27%,13%,6%,-34%,30%[activator]
COc1ccc(Cl)cc1C(=O)Nc1nc(C)cc(C)n1,-9%,-2%,2,.,-13%,31%,-10%,21%,0%
Cn1cc(C(=O)c2ccc(Cl)cc2Cl)cc1C(=O)N/N=C(\N)COc1ccc(Cl)cc1,5%,-2%,-8,.,?,-4%,-5%,?,7%
CC(C)CCn1c(CN2CCN(C(=O)c3ccco3)CC2)nc2c1c(=O)n(C)c(=O)n2C,0%,6%,0,?,-16%,36%,-3%,2%,-1%
# The listing continues:
SMILES,ERG-DNA inh,GLS inh,PI4K2A inh,G9a block,JMJD2A Tudor inh,HP1b binding inh,Tb PGK inh,BAZ2B inh,Pin1 inh
Cc1noc(/C=C/c2ccco2)c1S(=O)(=O)N1CCC(C(=O)N2c3ccccc3CC2C)CC1 (centres undefined),-11%,0%,-8,?,-19%,-4%,-9%,-32%,?
c1ccc2sc(NC3=NCN(CCN4CCOCC4)CN3)nc2c1,-6%,-9%,1,-37%,-10%,11%,-2%,-11%,-3%
COc1ccccc1/C=C(/CC(=O)NCc1ccc2c(c1)OCO2)c1nc2ccccc2s1,5%,-11%,-2,21%[59 µM],-10%,22%,-2%,5%,4%
CCC1=[N+](C)c2cccc3cccc(c23)N1C,1%,-1%,1,?,?,?,1%,-31%,0%
CCc1nnc(/N=C/c2c(O)n(-c3ccc(Cl)cn3)c(=O)c3ccccc23)s1,-6%,6%,0,?,-6%,-3%,1%,-8%,5%
O=C(N/N=C/c1ccc(OC(=O)c2ccco2)cc1)c1ccccn1,-7%,12%,-3,?,-13%,44%[activator],-11%,-11%,0%
O=C(CCc1ccccc1)N1CCc2c([nH]c3ccccc23)C1c1ccc(Cl)cc1 (centres undefined),1%,-11%,2,-34%[59 µM],-33%,3%[57 µM],8%,?,1%
COc1cc(Cl)c(C)cc1NC(=O)C1CCCN(c2ncnc3onc(-c4ccc(F)cc4)c23)C1 (centres undefined),8%,-4%,2,-8%[59 µM],-9%,34%,5%,8%[57.1 µM],18%
O=C(Cc1ccccc1)Nc1nc(-c2cccs2)cs1,1%,22%,1,?,-4%,30%[activator],10%,11%,0%
O=C(CN1CCCC1c1cccs1)N1CCN(S(=O)(=O)c2ccccc2)CC1 (centres undefined),-3%,8%,-4,-33%,-17%,15%,-6%,13%,0%
COc1ccc(-c2[nH]nc3oc(=O)c(CCO)c(C)c23)cc1,-4%,8%,3,9%,-8%,8%,0%,-2%,-10%
O=C(/C=C/c1ccco1)Nc1ccccc1C(=O)Nc1cccc(C(=O)O)c1,7%,6%,3,50µM*,-30%,-4%,-4%,-23%,?
O=C(O)/C=C/c1cn(-c2ccccc2)nc1-c1ccccc1,-6%,-9%,6,-1%,9%,29%,-7%,-3%,-11%
CC(C)N1CC(C(=O)Nc2ccc(S(=O)(=O)N3CCCCC3)cc2)CC1=O (centres undefined),8%,-10%,3,-1%,-11%,5%,1%,-16%,5%
O=C(Nc1ccc(S(=O)(=O)Nc2nccs2)cc1)c1ccc(N2C(=O)c3ccccc3C2=O)cc1,14%,-5%,-21,?,-30%,10%,-3%,?,?
C#CCn1c(=NC(=O)c2sc3ccccc3c2Cl)sc2cc(S(N)(=O)=O)ccc21,15%,-4%,-9,11%[59 µM],-18%,25%,-7%,-14%,52%[activator]
Cn1c(C(=O)NC2CCCCC2)cc2sccc21,4%,-8%,1,?,-4%,10%,?,1%,1%
O=C(NCc1ccc2c(c1)OCO2)c1nn(-c2ccccc2)c(=O)c2ccccc12,2%,-7%,1,0%[2.33 µM],-18%,34%,-4%,-5%,20%
COc1ccccc1N1CCN(c2nc(C)nc3c2oc2ccccc23)CC1,7%,-10%,-2,40µM*,45µM*,5%,-3%,50µM*,28%
CC(C)n1cnnc1SCC(=O)NNC(=O)COc1ccc(Cl)cc1,2%,6%,1,-14%,-8%,28%,-7%,-5%,-5%
CCn1c(C(=O)NCc2ccccc2Br)cc2oc3ccccc3c21,-6%,0%,0,7%[59 µM],-27%,14%,0%,-5%,10%
Cc1ccc(NC(=O)c2cc(=O)[nH]c3ccccc23)cc1C,1%,-12%,4,.,-6%,40%,-4%,-26%,8%
COc1cc2c(cc1OC)-c1nnc(-c3cccs3)n1C(C)(C)C2,12%,-7%,-5,.,-12%,14%,0%,.,8%
O=C(Nc1c(F)cccc1F)C1CCN(C(=O)c2cccs2)CC1,3%,12%,4,0%,4%,10%,2%,3%,-3%
O=C(O)CCCn1cc(NC(=O)c2ccc(F)cc2)cn1,10%,-3%,-5,.,6%[11.4 µM],52%[activator],i,-6%,6%
Cc1ccc(OCCC(=O)OCC(=O)Nc2ccc(C)cc2Cl)cc1,-4%,1%,-2,0%[0.501 µM],-1%,30%,-4%,-27%,-9%
CCOC(=O)NNC1CC(=O)N(c2ccccc2)C1=O (centres undefined),1%,10%,2,?,-12%,14%,-3%,0%,-1%
COc1ccc(CNC(=O)CN2C(=O)NC3(CCCc4sccc43)C2=O)cc1 (centres undefined),4%,3%,2,?,-2%,24%,4%,-3%,-4%
Cc1ccc(C)c(N2CCN(C(=O)CSCc3ccccc3Cl)CC2)c1,8%,3%,-3,36%[activator][59 µM],17%,46%[activator],8%,12%,4%

# Single entries from the entries so far:
# O=C(NCc1ccc2c(c1)OCO2)c1nn(-c2ccccc2)c(=O)c2ccccc12 | ERG-DNA inh = 2%
# COc1ccccc1/C=C(/CC(=O)NCc1ccc2c(c1)OCO2)c1nc2ccccc2s1 | ERG-DNA inh = 5%

# Screening data as filed in PubChem.
